# Pf Dd2 inh: qHTS Primary assay for Inhibitors of Plasmodium falciparum Dd2 growth in vitro | P. falciparum Dd2 growth, SYBR Green, 72 h | Potency, µM (highest dose often 28.9 µM), for inactives: at the highest dose activity, negative = inhibition, most hits filed as inhibitors | 120,000 tested, 4.3% active | AID 1347417, 2020; active = well fitted inhibition curve with a large enough effect; inconclusive = small, poorly fitted or top-dose-only effect; inactive = no such curve, though single readings can be large or run the other way;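 note: plate controls were DMSO vehicle for no effect and reference drug for full effect; nearly all actives have a fitted effect of over 65% in size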
#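 Infected erythrocytes (Dd2, 0.3% parasitemia, 2.5% hematocrit final) are added to compound in RPMI-1640/Albumax II medium, grown 72 h at 37C in low oxygen, then lysed with saponin/Triton-X containing SYBR Green and read by fluorescence.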
# An asterisk follows results filed as active; i = inactive; ? = inconclusive; [ ] = remark or other dose. Potency is the fitted concentration of half-maximal effect.
# Start of the listing, in advance (6 entries):
SMILES,Pf Dd2 inh
CCN(Cc1ccccc1)C(=O)Cn1c(=O)n(-c2ccc(Cl)c(Cl)c2)c(=O)c2c(C)c(C(=O)N(C)C)sc21,?
Cc1cccc(NC(=O)C(=O)NCC(c2cccnc2)N2CCOCC2)c1 (configuration not stated),-2%
CCC(=O)Nc1ccc(CC)cc1-c1nc2ccccc2n(CC(=O)Nc2cccc(OC)c2)c1=O,-6%
COc1ccc(CCNC(=O)C(=O)Nc2ccc(C)c(C)c2)cc1,20%
COc1ccc(C)cc1NC(=O)CN1C(=O)CCc2cc(S(=O)(=O)N3CCOCC3)ccc21,-30%
O=C(c1cccc(F)c1)N1CCOC[C@H](Oc2ccc(C(F)(F)F)cn2)C1,-21%[44.1 µM]

# All compounds of this part, from the start:
SMILES,Pf Dd2 inh
CCN(Cc1ccccc1)C(=O)Cn1c(=O)n(-c2ccc(Cl)c(Cl)c2)c(=O)c2c(C)c(C(=O)N(C)C)sc21,?
Cc1cccc(NC(=O)C(=O)NCC(c2cccnc2)N2CCOCC2)c1 (configuration not stated),-2%
CCC(=O)Nc1ccc(CC)cc1-c1nc2ccccc2n(CC(=O)Nc2cccc(OC)c2)c1=O,-6%
COc1ccc(CCNC(=O)C(=O)Nc2ccc(C)c(C)c2)cc1,20%
COc1ccc(C)cc1NC(=O)CN1C(=O)CCc2cc(S(=O)(=O)N3CCOCC3)ccc21,-30%
O=C(c1cccc(F)c1)N1CCOC[C@H](Oc2ccc(C(F)(F)F)cn2)C1,-21%[44.1 µM]
O=C1CO[C@H]2CN(Cc3ccc(F)c(F)c3)C[C@H]2N1Cc1ccccn1,i
O=C(Cn1ncc2c3ccccc3n(Cc3ccccc3)c2c1=O)NCc1cccs1,-18%
CCOc1cc(C(=O)N2CCC[C@H]2c2nc(-c3ccccc3Cl)no2)cc(OCC)c1OCC,-15%
Cc1ccc(C)c(NC(=O)CSc2nnc3[nH]c(=O)cc(-c4ccccc4)n23)c1,i
COc1ccc(CCC(=O)N2CCC3(CC2)CN(Cc2ccc(OC)cc2)C3=O)cc1,?
O=C1NCCCCCCN(C(=O)c2ccco2)[C@H]2C[C@H](C(=O)N3CCN(c4ccccn4)CC3)C[C@@H]12,?
NC(=O)CN1C(=O)CO[C@H]2CN(Cc3ccc4c(c3)OCO4)C[C@H]21,?
CCn1c(SCCOc2ccccc2F)nc2ccccc21,-16%
Cc1ccc(NC(=O)C(=O)NCCCN2CCOCC2)cc1C,30%
Cc1cc(C)cc(C(=O)N2CCCC3(C2)NC(=O)N(Cc2ccccc2)C3=O)c1 (configuration not stated),i
O=C(NCC1CCN(Cc2cccc(F)c2)CC1)c1cc2ccc3cccnc3c2[nH]1,7.1µM*
CCc1ccc(S(=O)(=O)NCc2nc3cccnc3n2Cc2cccc(OC)c2)cc1,-18%
O=C1[C@H]2CN(Cc3ccc(Br)cc3)C[C@H]2C(=O)N1Cc1ccc2c(c1)OCO2,-15%
Clc1ccccc1Cn1c(-c2cccs2)nc2ccccc21,?
O=C(Cc1ccccc1)N1CCC(Oc2cccc(F)c2)C1 (configuration not stated),?
CCc1cc(=O)n(CC(=O)Nc2ccccc2C)c(-c2cccc(F)c2)n1,-13%
Cn1c2c(cc(C(=O)N3CC[C@](C)(O)[C@@H](O)C3)c1=O)CCCC2,-12%
CN(C(=O)CSc1nc2ccc(NC(=O)COc3ccccc3)cc2s1)c1ccccc1,?
Cc1nc(S(=O)(=O)N2CCC(Cc3noc(-c4ccccc4)n3)C2)cn1C (configuration not stated),?

# 6 entries drawn at random from those above:
SMILES,Pf Dd2 inh
O=C(Cc1ccccc1)N1CCC(Oc2cccc(F)c2)C1 (configuration not stated),?
CCc1ccc(S(=O)(=O)NCc2nc3cccnc3n2Cc2cccc(OC)c2)cc1,-18%
O=C(c1cccc(F)c1)N1CCOC[C@H](Oc2ccc(C(F)(F)F)cn2)C1,-21%[44.1 µM]
Cc1cccc(NC(=O)C(=O)NCC(c2cccnc2)N2CCOCC2)c1 (configuration not stated),-2%
Cn1c2c(cc(C(=O)N3CC[C@](C)(O)[C@@H](O)C3)c1=O)CCCC2,-12%
CCOc1cc(C(=O)N2CCC[C@H]2c2nc(-c3ccccc3Cl)no2)cc(OCC)c1OCC,-15%

# (next part)
SMILES,Pf Dd2 inh
O=C(NC1CC(=O)N(c2ccc(Cl)cc2)C1)C(=O)c1c[nH]c2ccccc12 (configuration not stated),i
O=C(CSc1nc2ccccc2c2nc(-c3ccccc3)nn12)Nc1ccc(F)cc1,i
COc1ccc(Nc2ncc(C(=O)N3CCN(c4ccc(OC)cc4)CC3)c3ccccc23)cc1,i
CC(C)NC(=O)NC[C@H]1C[C@@H]2CCN1C[C@@H]2CN(C)c1ccccc1,i
COc1cccc(C(=O)COC(=O)c2cc(-c3cccs3)nc3ccccc23)c1,i
CC(C)NC(=O)C1CCc2nnc(C3CCN(S(=O)(=O)c4ccccc4)CC3)n21 (configuration not stated),11%
COc1ccc(S(=O)(=O)N2C[C@@H]3C[C@H](C2)c2c(-c4ccc(NC(C)=O)cc4)ccc(=O)n2C3)cc1,?
CNC(=O)N1CCOc2ccc(CCC(=O)NCC3CC3)cc2C1,-26%
COC(C(=O)N1CCC2(CC1)Nc1ccccc1NC2=O)c1ccccc1 (configuration not stated),-16%
COCCn1nc2n(c1=O)CCN(C(=O)Cc1ccc(OC)c(OC)c1)CC2,23%
Cc1c(C(=O)Nc2ccc(F)cc2)oc2ccc(S(=O)(=O)N3CCCCCC3)cc12,?
CC(C)(C)C1CCc2c(sc(NC(=O)CCC(=O)O)c2C(=O)Nc2ccccc2C(F)(F)F)C1 (configuration not stated),?
Cc1ccc(-c2nc3cc(NC(=O)c4cc(Br)ccc4Cl)ccc3o2)cc1,?
O=C1Nc2ccccc2OCC12CCN([S+](=O)([O-])c1cccc(C(F)(F)F)c1)CC2,12%
CC1CCN(C(=O)c2cnn(-c3ccc(Cl)cc3)c2C2CCN(C(=O)OC(C)(C)C)CC2)CC1,1%
CCN(CC)c1ccc(C(=O)N2CCC(n3cc(-c4nc(C)no4)nn3)CC2)cc1,-15%
CCC(C)Cn1c(/C=C/c2ccccc2)nc2ccccc21 (configuration not stated),-22%
O=C1CCN(C(=O)C2CCCCC2)CCCC(c2nc(-c3cccnc3)no2)CCN1 (configuration not stated),-13%
CCn1ccc2oc(C)c(C(=O)NCc3ccccc3Cl)c2c1=O,-7%
O=C(NCCc1ccc(F)cc1)C(=O)NCC(c1cccs1)S(=O)(=O)c1ccc(Cl)cc1 (configuration not stated),-14%
Cc1noc([C@@H]2CN(C(=O)CC3=CCCCC3)C[C@H]2CO)n1,i
COc1ccc(N2CCN(C(=O)CCn3c(=O)c4cccn4c4cccnc43)CC2)cc1,-23%
CCCC(=O)N1CCC(Oc2ccc3c(cnn3CCC(=O)O)c2)CC1,i
CN(C)Cc1cc(CC2(NC3CCC3)COC2)no1,9%[44.1 µM]
CCOC(=O)c1ccc(NC2SC(=O)N(Cc3cccc(C(=O)O)c3)C2=O)cc1 (configuration not stated),i

# Already shown: an excerpt of the list.
SMILES,Pf Dd2 inh
CN(C)Cc1cc(CC2(NC3CCC3)COC2)no1,9%[44.1 µM]
CCOC(=O)c1ccc(NC2SC(=O)N(Cc3cccc(C(=O)O)c3)C2=O)cc1 (configuration not stated),i

# Other compounds:
SMILES,Pf Dd2 inh
O=C(c1ccc(CSc2nc3ccncc3n2Cc2ccccc2F)cc1)N1CCCCC1,?
Cc1cnc(CC2CCN(C(=O)N(C)C)C2)n1CC1CC1 (configuration not stated),-3%
CC(C)NC(=O)c1coc(COc2ccc3c(c2)C(c2cccc(F)c2)N(C(=O)C2CC2)CC3)n1 (configuration not stated),-23%
CCc1nc2c(c(-c3ccc(Cl)cc3)n1)CCN(Cc1ccc(OC)cc1)CC2,?
COCc1ccc2c(c1)c(OC(C)(C)C(=O)Nc1cccnc1)nn2Cc1ccccc1,?
O=C(c1ccc(Cn2cccn2)o1)N1CCC2(CC1)c1ccccc1CC2O (configuration not stated),-11%
Cn1ncc(N2CCC(NC(=O)C3CCCCC3)CC2)cc1=O,19%
CC(=O)N1CCC(Cc2ncc(C)n2C(C)C)C1 (configuration not stated),3%
CC(C)CN1C(=O)CCc2cc(NC(=O)c3c(F)cccc3F)ccc21,-21%
COC1CCC12CCN(C(=O)c1cccc(C#N)c1)CC2 (configuration not stated),15%
O=C(CN1CC2CC(C1)[C@H]1CCCC(=O)N1C2)NC1CCCC1 (some centres not stated),-1%
Cc1ncsc1CN1CCCN(S(C)(=O)=O)C(c2ccccc2)CC(=O)NCC1 (configuration not stated),0%
C#CCNC(=O)[C@H]1O[C@H](CCN(C)CC#C)CC[C@@H]1O,-22%[44.1 µM]
Cc1cccc(CC(=O)N2[C@H]3CC[C@@H]2c2cnc(-c4ccccc4)nc2C3)c1,?
Fc1cc(F)cc(Cc2nc3nccc(-c4ccsc4)n3n2)c1,?
COc1ccc(Cn2c(-c3ccc(Cl)cc3)nc(C)c(CCO)c2=O)cc1F,-23%
COCCCNC(=O)c1ccc(Cn2c(=O)c3ccccc3n(CC(=O)Nc3ccc(C)cc3C)c2=O)cc1,-29%
Cc1ccc(-n2ncc(C(=O)NCCc3ccsc3)c2C2CCN(C(=O)OC(C)(C)C)CC2)cc1C,?
O=C(NC1CC1)c1ccc(-c2ccc(N3CCCCC3)nc2)cc1,-22%
CC(C)N1C(=O)C2(CCCCC2)C1C(=O)NCCCN1CCN(c2ccccc2)CC1 (configuration not stated),-15%
Cc1nn(-c2ccccc2[N+](=O)[O-])c(C)c1[C@@H]1C=C[C@@H](NCc2ccc(C(C)C)cc2)C1,?
O=C(c1cnccn1)N1CCC(c2nc(-c3ccncc3)no2)C1 (configuration not stated),-6%
Cc1ccc(C)c(CN2CCn3c(nn(CC4COc5ccccc5O4)c3=O)C2=O)c1 (configuration not stated),i
CSc1ccc(-c2nnn(CC(=O)Nc3sc4c(c3C#N)CCC(C(C)(C)C)C4)n2)cc1 (configuration not stated),30%
CS(=O)(=O)N(Cc1cccnc1)C1CN(C(=O)c2c[nH]c3ccccc23)C1,-15%

# Five entries out of the list, sorted by molar mass, rising.
SMILES,Pf Dd2 inh
CN(C)Cc1cc(CC2(NC3CCC3)COC2)no1,9%[44.1 µM]
CCn1c(SCCOc2ccccc2F)nc2ccccc21,-16%
COc1cccc(C(=O)COC(=O)c2cc(-c3cccs3)nc3ccccc23)c1,i
O=C(Cn1ncc2c3ccccc3n(Cc3ccccc3)c2c1=O)NCc1cccs1,-18%
CCc1ccc(S(=O)(=O)NCc2nc3cccnc3n2Cc2cccc(OC)c2)cc1,-18%

# Remaining list, next part.
SMILES,Pf Dd2 inh
O=C(NC1CCN(c2cc(-c3ccccc3)[nH]n2)CC1)c1cccnc1,i
CCN(CC)C(=O)[C@@H]1CCC[C@@H](NC(=O)c2ccccc2)CN(C)C(=O)C1,12%[44.1 µM]
CNS(=O)(=O)c1ccc(CN2CC3(CCNCC3)CC2C(=O)O)cc1 (configuration not stated),7%
COc1ccccc1Cc1nc2ccccc2nc1SCC(=O)N1CCC(C)CC1,?
CCN(C(=O)c1cn(CC)c(=O)c2cc(OC)c(OC)cc12)c1ccc(C)c(C)c1,i
CN(C)CC(O)c1cc2n(n1)CCN(C(=O)CCc1ccc(=O)[nH]n1)C2 (configuration not stated),8%
Cc1ccc(C2Cn3nnc(-c4nc(-c5ccccc5Cl)no4)c3CO2)c(C)c1 (configuration not stated),-5%
CN(Cc1cccnc1)C1CCOc2ccccc21 (configuration not stated),?
O=C(NCC1CCCO1)c1ccc2c(c1)CC(=O)N2Cc1ccccc1 (configuration not stated),?
O=[S+]([O-])(c1ccccc1)N1CCc2nc(C3CC3)nc(-c3ccc(Cl)cc3)c2C1,?
COc1ccc(-c2nn(-c3ccc(F)cc3)c3c2cnc2cc4c(cc23)OCO4)cc1,48%[activator]
Cc1cc(Cl)ccc1S(=O)(=O)N1CCCC(Cn2cnc3cccnc32)C1 (configuration not stated),i
N#Cc1cccc(NC(=O)c2cc3c(s2)-c2ccc(Cl)cc2SC3)c1,?
COc1ccccc1OC(C)C(=O)NCC1(N2CCOCC2)CCCCC1 (configuration not stated),i
Cc1nc(CC2CCN(C(=O)C3CCC3)CC2)n[nH]1,25%
CC(C)Cc1nn2cc(-c3cccc(Br)c3)nc2s1,17%
COc1ccccc1N1CCN(C(=O)c2ccc3c(c2)CCN3S(=O)(=O)c2ccccc2)CC1,i
COC(=O)CCSc1nc2sc3c(c2c(=O)n1Cc1ccccc1)CCC(C(C)(C)C)C3 (configuration not stated),34%[activator]
CC(=O)N1CCNc2cc(NCc3ccc(F)cc3)ncc2C1,-10%[44.1 µM]
CNC(=O)[C@@H]1CN(C(=O)Cc2cccc(Cl)c2)C[C@H]1CO,-4%
Cn1cnc(S(=O)(=O)N2CCCC(Cc3noc(C4CC4)n3)C2)c1 (configuration not stated),-3%
COc1ccc(Cl)cc1NC(=O)CSc1cn(CC(=O)N2CCCCCC2)c2ccccc12,-12%
c1ccc(-c2nnc3ccc(NC4CCCCC4)nn23)nc1,-23%[44.1 µM]
O=C(NCCc1c[nH]c2ccc(Cl)cc12)C1CC(=O)N(c2n[nH]c3ccccc23)C1 (configuration not stated),-1%
Cc1cccc(C(=O)N2CCC3(CCC(=O)N(C(C)C(=O)O)C3)CC2)c1 (configuration not stated),8%
SMILES,Pf Dd2 inh
CCCSc1nnc(NC(=O)c2cc(=O)c3ccccc3o2)s1,-5%
CC(=O)Nc1ccc(S(=O)(=O)NC[C@@H]2C=C(C)[C@H](CC(=O)N3CCCC3)C[C@H]2C(C)C)cc1,?
Cc1nnc(N2CCN(c3ccccc3F)CC2)c2c1nnn2Cc1ccc(F)cc1,?
CCCCC(=O)OC1=C(C(=O)c2ccccc2)N(CC)S(=O)(=O)c2ccccc21,1%
CCc1ccc(NC(=O)N2CC(C)Oc3ccc(C)cc32)cc1 (configuration not stated),i
COc1cccc(CN2Cc3cc(NC(=O)COc4ccccc4)ccc3OC(C)C2=O)c1 (configuration not stated),i
CCCCC(=O)N1CC(=O)Nc2ccc(F)cc2C1c1ccc(F)cc1 (configuration not stated),7.9µM*

# The list is partial; the hit share may differ from the screen's.
